# Source: PubChem BioAssay
# RSV CPE inhibition = inhibition of RSV-induced cytopathic effect – HEp-2 cells, primary 10 µM value included (AID 2391); HEp-2 cells, RSV-induced CPE inhibition; higher % means a stronger effect; one-dose CPE inhibition, % at 10 µM; IC50 in µM for titrated hits; actives 0.13% (n = 310,000); in the data active means a potency from the dose series; inconclusive means CPE inhibition mostly from about 23% at the one dose, without a potency; inactive means the rest, 99 in 100 with CPE inhibition below about 21%; further: strong numbers were not always called active
# Large T inhibition = TAg ATPase/helicase activity blockers – biochemical (AID 1903) | SV40 large T antigen ATPase/helicase inhibition assay; higher % means a stronger effect | inhibition, % at 20 µM; hits with a dose series show IC50 in µM | actives 0.39% (n = 310,000); in the data active means a potency from the dose series; inconclusive means inhibition mostly from about 32% at the one dose, without a potency; inactive means the rest, 99 in 100 with inhibition below about 32%; further: strong numbers were not always called active
# Siah-1 displacement = Siah-1 peptide-binding antagonists, primary screen, biochemical, fluorescence polarization, rhodamine-plectin, uHTS (AID 1817); Siah-1 / rhodamine-plectin peptide fluorescence polarization; higher % means a stronger effect; one-dose displacement, % at 20 µM; IC50 in µM for titrated hits; actives 0.02% (n = 290,000);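 active means displacement of at least 50% at 20 µM, with a fluorescence ratio check between 0.3 and a set limit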;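 further: plate controls were Siah plus tracer with DMSO for no effect and tracer alone without Siah for full effect; strong numbers were not always called active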
# NS5 inhibitors = flavivirus cap methylation enzyme inhibition – biochemical, confirmation dose response, primary screen (AID 588689). Dengue-2 NS5 methyltransferase capping enzyme assay, biochemical; higher % means a stronger effect. one-dose inhibition, % at 25 µM; IC50 in µM for titrated hits. actives 0.3% (n = 340,000); in the data active means a potency from the dose series; inconclusive means inhibition above about 29% without an active follow-up result
# AID2073 = disruptors of CaV2.2 binding to Mint1 – biochemical, HTRF (AID 2073). inhibition, % at 20 µM; hits with a dose series show IC50 in µM. HTRF protein-protein interaction, Mint1-CaV2.2; higher % means a stronger effect. actives 0.19% (n = 290,000); in the data active means inhibition mostly above about 51%, no sharp cut-off; inconclusive means no clear call, values can overlap the other calls; inactive means mostly below about 53%; further: some results filed as inactive read as strong as hits
# UTI89 phage lysis = protection from phage-mediated lysis, alamar blue read-out – E. coli UTI89, K1F phage, bacterial capsule biogenesis inhibitors (AID 488966); E. coli UTI89 K1F phage lysis, alamar blue, 2 h; higher % means a stronger effect; inhibition, % at 100 µM, or IC50 in µM where a hit was titrated; actives 0.02% (n = 340,000);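 active means phage lysis inhibition, versus mean bacterial control, above a set limit; inconclusive means no clear call, values can overlap the other calls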;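 further: capsule biogenesis inhibitors block K1F phage lysis so surviving cells raise fluorescence; higher fluorescence means more inhibition of phage lysis; actives were called in the ten point dose series up to 300 µM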
# MgcRacGAP inhibition = MgcRacGAP GTPase-activating activity inhibitors, confirmation, biochemical, ADP Hunter fluorescence; MgcRacGAP-stimulated Rac1 GTP hydrolysis, ADP Hunter fluorescence; higher % means a stronger effect; GST-tagged Rac1 F28L mutant substrate; inhibition, % at 30 µM, or IC50 in µM where a hit was titrated; actives 0.6% (n = 340,000);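 active means first-screen hits whose inhibition reached a set limit at any dose in the follow-up dose series; inconclusive means inhibition above the set first-screen limit but never retested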;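 further: fluorescence reports GDP produced by GAP-driven GTP hydrolysis; strong numbers were not always called active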
# West Nile virus CPE = inhibition of WNV-induced cytopathic effect – cell-based, CPE readout (AID 1621); CPE inhibition, % at 10 µM; hits with a dose series show IC50 in µM; actives 0.02% (n = 290,000); West Nile virus-infected cells, CPE inhibition; higher % means a stronger effect; in the data active means a potency from the dose series; inconclusive means CPE inhibition mostly from about 3.7% at the one dose, without a potency; inactive means the rest, 99 in 100 with CPE inhibition below about 2.2%; further: strong numbers were not always called active
# NTR1 agonist = NTR1-driven beta-arrestin-GFP spot formation – imaging, U2OS cells, high content, primary screen (AID 493036); activation, % at 20 µM; P30989; actives 0.17% (n = 330,000); agonist mode;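 active means activation at or above 40% of the spot to cytoplasm intensity ratio, with at least 20 cells analyzed; inconclusive means wells under 20 cells, flagged as cytotoxic or low count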;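 further: 0% = DMSO without peptide and 100% = 100 nM NTR1 peptide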
# Target sequence (P30989 whole entry, looked up): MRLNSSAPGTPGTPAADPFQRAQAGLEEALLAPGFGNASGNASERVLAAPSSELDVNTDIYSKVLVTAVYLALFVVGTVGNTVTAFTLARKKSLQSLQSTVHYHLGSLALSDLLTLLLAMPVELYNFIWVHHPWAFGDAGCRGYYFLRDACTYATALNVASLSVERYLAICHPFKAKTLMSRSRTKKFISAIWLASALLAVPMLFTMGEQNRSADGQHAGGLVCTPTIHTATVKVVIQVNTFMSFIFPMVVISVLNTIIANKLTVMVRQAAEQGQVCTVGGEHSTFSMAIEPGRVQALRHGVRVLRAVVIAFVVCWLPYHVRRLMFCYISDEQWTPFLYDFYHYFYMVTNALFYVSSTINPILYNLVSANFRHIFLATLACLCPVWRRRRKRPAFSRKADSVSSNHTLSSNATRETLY
# NTR1 agonist cell count 20 µM = also measured in NTR1 agonist; calls as there; cell count; measured here: cell count, cytotoxicity flag
# NS5 inhibitors pilot replicate = also measured in NS5 inhibitors; calls as there; inhibition, %; measured here: pilot screen replicate inhibition
# Starred values were filed as active, the others as inactive; u = inconclusive; x = no result given; [ ] = another dose, or the depositor's remark.
SMILES,RSV CPE inhibition,Large T inhibition,Siah-1 displacement,NS5 inhibitors,AID2073,UTI89 phage lysis,MgcRacGAP inhibition,West Nile virus CPE,NTR1 agonist,NTR1 agonist cell count 20 µM,others
O=C(O)c1ccccc1N1C(=O)C2C3c4ccccc4C(Br)(c4ccccc43)C2C1=O (stereo unspecified),-1.1%,5.6%,1.2%,0.8%,-13.8%,0.2%,7.2%,0.4%,-0.4,46,
CCOc1ccc(S(=O)(=O)N2CCC(C(=O)Nc3cccc(NC(C)=O)c3)CC2)cc1,12.8%,-6.7%,7.3%,14.9%,0.1%,-0.5%,-1.7%,0.0%,0.5,31,
O=C(Cn1cccc1C(=O)c1ccccc1)NCc1cccc(Cl)c1,7.1%,3.2%,-5.2%,-14.7%,-4.7%,0.1%,7.6%,-0.2%,-1.6,40,
COc1ccc(C(=O)Nc2nnc(-c3cccs3)s2)cc1,2.9%,17.8%,-1.5%,1.6%,36.8%,-0.5%,5.7%,0.5%,1.7,35,
COc1ccc(N(CC(=O)NCc2ccco2)S(=O)(=O)c2ccc(OC)c(OC)c2)cc1,0.9%,-3.7%,1.0%,-5.5%,8.2%,0.1%,2.3%,-1.0%,0.8,87,
N#Cc1cccc(NS(=O)(=O)c2ccc(S(=O)(=O)N3CCOCC3)cc2)c1,2.1%,x,x,-1.6%,x,-0.3%[50 µM],4.5%,x,-1.2,65,
COc1cc(CC(=O)OCC(=O)NC2CCCCC2C)cc(OC)c1OC (stereo unspecified),1.2%,x,x,-9.5%,x,0.8%[50 µM],1.8%,x,2.1,50,
Cn1cc(C(=O)N/N=C/c2c(O)ccc3ccccc23)ccc1=O,4.5%,18.9%,1.2%,-24.6%,6.6%,0.2%,6.3%,u,0.9,43,
Nc1nc(NC(=O)c2ccc(Cl)cc2)nn1-c1ccccc1,2.1%,3.4%,-4.4%,4.0%,2.2%,-0.9%,-2.4%,-0.3%,-0.4,61,
Cc1ccc(CNS(=O)(=O)c2c(C)[nH]c(=O)[nH]c2=O)cc1,0.8%,-0.9%,8.7%,-0.7%,10.0%,-0.2%[50 µM],8.2%,-0.4%,-0.7,84,
O=C(CSc1nc2ccccc2c(=O)[nH]1)N1CCN(S(=O)(=O)c2ccccc2)CC1,-0.7%,11.9%,-5.2%,-0.8%,-1.5%,0.6%,6.1%,1.6%,-0.4,87,
COC(OC)c1ccnc(-c2ccc(OC(=O)c3ccccc3)cc2)n1,1.3%,8.7%,0.7%,-9.2%,3.6%,2.1%,7.2%,-0.8%,7.4,37,
COc1ccc(-n2c(NCCN(C)C)nc3sc4c(c3c2=O)CCCCC4)cc1,-1.8%,9.8%,0.3%,-3.4%,8.1%,1.0%,3.9%,u,2.9,61,
CNC(=S)NN(C)c1nc(C)cc(C)n1,2.3%,6.6%,-0.3%,-9.0%,16.0%,2.2%[50 µM],7.2%,-0.1%,1.4,54,
COc1ccc(CCC(C)Nc2cccc(F)c2)cc1 (stereo unspecified),1.8%,2.3%,0.6%,-8.1%,-16.5%,1.4%,7.3%,0.9%,1.8,70,
O=C(O)c1cc(-c2ccccc2Cl)n[nH]1,0.4%,21.3%,0.6%,-7.2%,3.7%,-1.5%,-5.2%,0.4%,-5.0,65,
Cc1ccc(S(=O)(=O)N2CCN(C(=O)CN3CCCC3)C2)cc1,-0.6%,3.2%,4.5%,-2.2%,-4.7%,0.4%,9.1%,1.2%,-0.3,46,
O=C(O)C1Cc2ccccc2CN1S(=O)(=O)c1ccccc1 (stereo unspecified),0.5%,10.9%,10.7%,8.6%,0.7%,-0.1%,-16.9%,0.3%,0.1,61,
Cc1ccc(CNC(=O)C2CCCCC2C(=O)O)cc1 (stereo unspecified),0.2%,13.8%,-2.7%,4.8%,3.7%,0.3%,1.0%,0.2%,0.5,81,NS5 inhibitors pilot replicate=-0.2
CCc1ccc(S(=O)(=O)/N=C2/C=C(Sc3ncn[nH]3)C(=O)c3ccccc32)cc1,-0.9%,u,31.2%,u,16.4%,-14.7%,-9.0%,-1.4%,x,x,
Cc1ncn2cc(-c3ccc(Cl)cc3Cl)[nH]c(=O)c12,0.8%,7.0%,-0.4%,-9.2%,-8.0%,-0.1%,8.4%,0.1%,-0.4,54,
COc1cc(OC)c(OC)cc1/C=C1\CCC(C2CCCC2)C1=O (stereo unspecified),5.7%,11.3%,-0.1%,-5.8%,2.4%,-0.1%,6.7%,-1.2%,11.7,52,
CCN(CC(=O)Nc1ccc(S(=O)(=O)N2CCCCC2)cc1)Cc1ccccc1,39.7%,7.6%,x,-5.0%,x,0.3%[50 µM],8.0%,x,0.2,44,
O=C(c1ccc(CS(=O)(=O)c2ccc(Br)cc2)o1)N1CCN(C2CCCCC2)CC1,-0.7%,1.9%,-4.1%,-0.7%,2.0%,2.3%,1.0%,x,6.3,66,
COc1ccc(CCNC(=O)c2ccc(CS(=O)(=O)c3ccc(Cl)cc3)o2)cc1OC,-2.0%,-0.7%,2.4%,-5.5%,-2.4%,3.2%,2.8%,-0.1%,-0.2,74,
Cc1cc(C)n(/N=C/c2c[nH]c3ccccc23)c(=O)c1C#N,0.9%,-3.5%,2.5%,-0.7%,-4.3%,-0.3%,6.5%,-0.5%,-0.8,47,
COc1ccc(Cl)cc1NC(=S)N1CCCC1,1.4%,-7.1%,-0.5%,-8.8%,-12.9%,0.6%,8.2%,0.3%,0.3,68,
COc1ccc2[nH]c(C)c(C(=O)CN3CCN(C/C=C/c4ccccc4)CC3)c2c1,4.4%,3.1%,2.2%,-9.7%,2.1%,1.4%,9.2%,-1.0%,0.8,87,
O=C(COC(=O)c1cccs1)c1ccccc1,1.5%,7.5%,-3.4%,-5.9%,0.5%,0.4%,11.3%,0.3%,0.2,35,
COc1ccc(OC)c(NS(=O)(=O)c2ccc(-c3coc(C)n3)cc2)c1,u,16.5%,4.6%,0.0%,3.6%,1.1%,12.0%,0.0%,-0.3,74,
O=C(CC1SC(N2CCCCC2)=NC1=O)Nc1cccc(C(F)(F)F)c1 (stereo unspecified),2.2%,0.0%,2.3%,2.4%,-5.7%,1.5%,7.1%,-0.8%,-5.0,59,
CC(=C\c1ccco1)/C=C(\C#N)C(=O)NCCc1c[nH]c2ccccc12,3.3%,8.2%,3.8%,-1.9%,17.4%,1.5%[50 µM],8.6%,-0.9%,8.1,57,
COc1ccc(CC(=O)NCC(=O)N/N=C/c2c[nH]c3ccccc23)cc1,0.7%,17.1%,0.6%,1.3%,18.1%,0.1%,6.3%,-0.3%,1.4,58,
COc1ccc(C(C)=O)cc1CC(=O)NCCCn1ccnc1,0.6%,10.5%,-5.4%,-2.4%,-1.9%,0.3%,-1.6%,0.1%,-0.3,45,
COc1ccc(CCn2c(O)c(C3=c4ccccc4=NC3=O)sc2=S)cc1OC,1.2%,6.8%,-3.8%,-13.0%,9.1%,-0.1%,8.5%,0.0%,1.6,54,
NNc1nc(-c2ccccc2)nc2sc3c(c12)CCCC3,5.3%,3.6%,4.2%,-1.4%,-0.1%,5.8%,-7.4%,-0.8%,1.0,55,

# A draw from above in order of number of heavy atoms, lowest first:
SMILES,RSV CPE inhibition,Large T inhibition,Siah-1 displacement,NS5 inhibitors,AID2073,UTI89 phage lysis,MgcRacGAP inhibition,West Nile virus CPE,NTR1 agonist,NTR1 agonist cell count 20 µM,others
Cc1cc(C)n(/N=C/c2c[nH]c3ccccc23)c(=O)c1C#N,0.9%,-3.5%,2.5%,-0.7%,-4.3%,-0.3%,6.5%,-0.5%,-0.8,47,
COc1ccc(CC(=O)NCC(=O)N/N=C/c2c[nH]c3ccccc23)cc1,0.7%,17.1%,0.6%,1.3%,18.1%,0.1%,6.3%,-0.3%,1.4,58,
CCOc1ccc(S(=O)(=O)N2CCC(C(=O)Nc3cccc(NC(C)=O)c3)CC2)cc1,12.8%,-6.7%,7.3%,14.9%,0.1%,-0.5%,-1.7%,0.0%,0.5,31,

# (further entries)
SMILES,RSV CPE inhibition,Large T inhibition,Siah-1 displacement,NS5 inhibitors,AID2073,UTI89 phage lysis,MgcRacGAP inhibition,West Nile virus CPE,NTR1 agonist,NTR1 agonist cell count 20 µM,others
CC[C@@H]1[C@H]2CCCC(=O)N3CC[C@@H](C[C@H]1O)[C@@H]23,0.4%,2.9%,x,-0.7%,x,1.5%,2.6%,0.1%,2.6,95,
O=C(COc1ccccc1)c1cn(CC(=O)N2CCCC2)c2ccccc12,15.4%,4.3%,-3.1%,-1.5%,0.3%,0.2%,3.0%,-0.1%,1.2,61,
CCOc1ncccc1C(=O)OCC(=O)NCc1cccs1,x,x,x,-3.3%,x,1.1%[50 µM],-1.1%,x,4.4,58,
Cc1ccccc1NC(=O)NCC1CCN(Cc2cccc(Cl)c2)CC1,-3.0%,1.5%,-1.2%,1.3%,-2.4%,-0.1%,0.4%,-0.6%,-1.1,44,
OCC[C@@H]1C[C@@H](O)[C@H](O)[C@]2(OCCCc3ccccc32)O1,0.5%,17.4%,5.1%,-4.1%,-10.8%,3.1%,6.1%,-0.5%,6.0,85,
Nc1nc(-c2ccccc2)cs1,0.2%,8.3%,6.1%,-4.8%,-29.3%,0.0%,13.4%,0.3%,0.0,47,
O=C(CCc1ccccn1)N1CCCC(N2CCN(c3cccc(C(F)(F)F)c3)CC2)C1 (stereo unspecified),-0.7%,12.2%,-1.7%,-4.4%,3.1%,0.2%,3.9%,-0.6%,0.8,67,
CCOCCCN(C)C1CCN(C(=O)c2oc3ccccc3c2NC(=O)Cc2ccc([N+](=O)[O-])cc2)CC1,x,6.9%,-5.4%,8.6%,0.6%,0.1%,11.1%,0.2%,0.0,53,
COC(=O)Cn1c(=NC(=O)C(C)C)sc2c(C)cc(C)cc21,1.5%,3.5%,1.7%,-6.9%,6.0%,-0.5%,-0.1%,-0.3%,1.0,92,
COc1ccccc1Oc1ccccc1C(=O)O,0.4%,11.4%,2.1%,-7.5%,-2.2%,0.2%,1.6%,0.2%,2.1,75,
CN(CCCNC(=O)C1CCN(S(=O)(=O)c2cccc3nsnc23)CC1)Cc1ccccc1,0.1%,2.7%,-0.4%,-7.0%,4.0%,1.1%,2.4%,-0.4%,-3.9,88,
O=C(C[n+]1ccccc1)N/N=C/c1ccccc1[N+](=O)[O-],0.0%,5.0%,0.8%,-7.8%,-13.1%,0.1%,-1.9%,0.5%,0.7,45,
CCCCN(C)C(=O)c1nc2ccccn2c1CN1CCN(C(=O)c2cccs2)CC1,2.5%,4.2%,-0.5%,-13.4%,-12.8%,-0.2%,5.5%,-0.7%,-0.5,86,
Cc1occc1C(=O)Nc1cc(S(=O)(=O)N2CCOCC2)ccc1OC(C)C,1.5%,x,x,-5.1%,x,0.6%[50 µM],-5.3%,x,-1.1,68,
Cc1cc(C)cc(C(=O)NC(=S)Nc2ccc(Cc3ccncc3)cc2)c1,1.8%,5.3%,14.6%,x,-8.2%,1.4%,5.0%,-0.3%,1.5,57,
